SARS 3CLpro inh: SARS-CoV 3CLpro protease inhibition; inhibition, % at 6 µM; P0C6X7; recombinant SARS-CoV 3CLpro, quenched FRET peptide cleavage; 290,000 compounds, 0.14% hits; in the data active = inhibition above about 12%
SSB-PriA inh: K. pneumoniae PriA-SSBct interaction inhibition | AID 1272365 | 430,000 compounds, 0.6% hits | AlphaScreen SSBct-PriA binding, biotinylated peptide | inhibition, % at 33 µM; in the data active = inhibition mostly above about 37%, no sharp cut-off; inactive = mostly below about 20%;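 also: plate controls were negative control peptide for no effect and reference peptide for full effect; strong numbers were not always called active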
CCHF vOTU inh: blocks the CCHF virus ovarian tumor domain protease. CCHFV vOTU protease, Pep-AMC fluorescence. AID 651958. 370,000 compounds, 0.55% hits. inhibition, % at 11.5 µM; in the data active = inhibition above about 30%; also: 0% = vehicle wells with enzyme and 100% = no enzyme wells
PfHsp40 yeast: restores yeast growth despite PfHsp40 toxicity. S. cerevisiae expressing PfHsp40, growth rescue, ATP luminescence. growth rescue, % at 12.5 µM. 340,000 compounds, 0.68% hits; in the data active = growth rescue above about 28%, passing the limit was not always enough; inconclusive = no clear call, values can overlap the other calls;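 also: yeast W303a lacking pdr1 and pdr3 grown in galactose medium; growth measured after three days at 30 °C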
BH1578 lux ind: quorum light induction in luxS cqsA deficient V. cholerae; V. cholerae BH1578 lux reporter, luminescence, 6 h; activation, % at 18.7 µM; 350,000 compounds, 0.16% hits; in the data active = activation mostly above about 9.7%, no sharp cut-off; inconclusive = no clear call, values can overlap the other calls; inactive = mostly below about 3.7%; also: not every result past the cut was called active; inactives centre near 0; reference of the scale not given here
VHR inh abs: inhibitors of human VHR1 phosphatase (DUSP3); inhibition, % at 13.3 µM; P51452; 290,000 compounds, 0.52% hits; recombinant VHR phosphatase, pNPP absorbance; AID 1654; in the data active = inhibition above about 50%; also: some compounds called inactive have numbers as strong as hits
Target sequence (P51452 whole entry, looked up): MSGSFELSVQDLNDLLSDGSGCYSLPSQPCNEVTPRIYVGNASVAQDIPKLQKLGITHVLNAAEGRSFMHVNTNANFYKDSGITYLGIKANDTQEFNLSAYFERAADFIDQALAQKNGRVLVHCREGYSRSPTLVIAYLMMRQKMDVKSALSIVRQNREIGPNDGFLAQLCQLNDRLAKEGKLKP
Yp Topo-I inh: Y. pestis Topo-I inhibition via cleavage products; Y. pestis Topo-I cleavage product accumulation, plate reader; activity, % at 10 µM; 360,000 compounds, 0.064% hits; AID 504884; in the data active = activity above about 50%, passing the limit was not always enough; inconclusive = no clear call, values can overlap the other calls; also: inactives centre near 2
Anthrax LF inh2: blocks Bacillus anthracis lethal factor protease; inhibition, % at 10 µM; multiplex microsphere protease cleavage assay, LF; 360,000 compounds, 0.12% hits; also: plate controls were buffer without enzyme for full effect and enzyme alone for no effect
Target sequence (P15917 whole entry, looked up): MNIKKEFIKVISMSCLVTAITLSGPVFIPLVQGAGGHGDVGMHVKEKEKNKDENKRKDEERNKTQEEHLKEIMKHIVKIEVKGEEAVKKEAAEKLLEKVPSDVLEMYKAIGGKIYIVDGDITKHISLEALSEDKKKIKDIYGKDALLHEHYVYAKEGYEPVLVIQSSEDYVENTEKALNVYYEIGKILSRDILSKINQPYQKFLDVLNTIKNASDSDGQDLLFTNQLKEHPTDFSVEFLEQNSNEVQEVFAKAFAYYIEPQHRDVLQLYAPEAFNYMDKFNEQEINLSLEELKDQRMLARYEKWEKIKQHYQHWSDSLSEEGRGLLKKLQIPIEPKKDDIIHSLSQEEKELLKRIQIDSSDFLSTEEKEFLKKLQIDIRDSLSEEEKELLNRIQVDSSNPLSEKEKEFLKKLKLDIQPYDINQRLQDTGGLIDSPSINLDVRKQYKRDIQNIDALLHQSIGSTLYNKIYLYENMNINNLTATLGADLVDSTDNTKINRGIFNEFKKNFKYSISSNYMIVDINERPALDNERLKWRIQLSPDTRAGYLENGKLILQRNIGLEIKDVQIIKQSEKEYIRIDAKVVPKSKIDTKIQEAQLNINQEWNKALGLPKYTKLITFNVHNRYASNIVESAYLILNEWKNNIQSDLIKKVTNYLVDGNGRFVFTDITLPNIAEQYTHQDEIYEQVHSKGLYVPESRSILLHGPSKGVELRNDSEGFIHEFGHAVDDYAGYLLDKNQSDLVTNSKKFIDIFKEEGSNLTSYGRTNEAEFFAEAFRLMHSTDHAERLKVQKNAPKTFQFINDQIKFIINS
TcdB inh: blocks C. difficile toxin B glycohydrolase activity. inhibition, % at 9.99 µM. 350,000 compounds, 0.24% hits. TcdB glycohydrolase enzymatic assay, plate reader; in the data active = inhibition above about 10%
BoNT-A LC inh2: BoNT A light chain protease inhibition. inhibition, % at 10 µM. 360,000 compounds, 0.17% hits. multiplex microsphere protease substrate cleavage, flow cytometry. AID 588499; also: plate controls were buffer without enzyme for full effect and enzyme alone for no effect
Numbers without * were called inactive; i = inactive; ? = inconclusive; . = no result given. Rule as the data show it, unless noted: active = inhibition above about 30%; inconclusive = no clear call, values can overlap the other calls; inactive = below that. An excerpt, so the mix of outcomes need not match the whole.

SMILES	SARS 3CLpro inh	SSB-PriA inh	CCHF vOTU inh	PfHsp40 yeast	BH1578 lux ind	VHR inh abs	Yp Topo-I inh	Anthrax LF inh2	TcdB inh	BoNT-A LC inh2
CN(Cc1ccccc1)C(=O)CSc1nc2ccccc2c(=O)n1Cc1ccco1	3.5	4.9	-2.3	-0.8	i	-27.5	18.4	-6.7	.	-1.1
CCOC(=O)C1=C(C)NC(=O)NC1c1ccccc1Cl (configuration not stated)	6.0	-12.0	2.1	0.4	3.8	2.6	5.9	5.4	.	-0.1
COc1ccccc1/C=C/CN1CCOCC1	1.3	-1.2	.	0.6	-2.7	-15.0	0.7	-3.8	2.0	0.9
O=C(O)Cc1sc(Nc2cccc3ccccc23)nc1-c1ccc(F)cc1	0.8	-6.2	0.0	-1.0	i	-2.0	4.2	-9.9	0.0	-1.9
COc1cc(OC)c2ccc(=O)oc2c1C(CC(=O)N1CCOCC1)c1ccc(N(C)C)cc1 (configuration not stated)	.	-3.9	-1.2	-0.6	i	14.2	10.7	-2.0	.	0.0
Cn1c(=O)c2c(nc(N3CCc4ccccc4C3)n2Cc2ccc(Br)cc2)n(C)c1=O	3.4	-6.7	0.0	1.0	i	-0.2	19.2	-2.3	.	0.5
COc1ccc(S(=O)(=O)N2CCCC2C(=O)Nc2ccc(C)cc2)cc1 (configuration not stated)	-0.4	-9.9	-9.9	-1.5	-0.3	1.2	3.7	-3.8	.	-0.7
c1cncc(-c2nnc(-c3cccs3)o2)c1	0.8	-4.8	-4.7	-1.8	i	9.9	2.6	-2.5	.	-0.3
O=S1(=O)C[C@@H](O)[C@@H](Nc2ccc(Cl)cc2)C1	-0.9	-13.7	-5.6	0.0	.	12.9	2.5	-13.0	.	-0.7
COc1ccc(CCC2CCNCC2)cc1	1.6	-7.8	-10.7	.	-0.8	-20.3	3.2	-8.4	0.3	0.3
CC(=O)c1cc(C#N)c(SCC(=O)Nc2nccs2)nc1C	-4.2	-1.4	5.5	-1.4	-0.1	14.7	-4.0	-3.6	3.5	1.9
COc1cccc(NC(=O)C2CCN(c3cnccn3)CC2)c1	2.9	5.0	4.2	-1.8	i	-2.9	1.1	-5.7	0.3	-2.4
Cc1ccc(-c2nnn(CC(=O)N(Cc3ccco3)C(C(=O)NC(C)(C)C)c3ccc(C)o3)n2)o1 (configuration not stated)	-0.1	-1.3	9.6	0.4	0.7	13.4	-7.7	-5.4	0.9	1.2
COC(CNC(=O)C(=O)NCC1OCCN1C(=O)c1ccc(Cl)cc1)OC (configuration not stated)	-2.0	-3.4	11.6	-0.2	-1.5	-3.6	1.3	-13.3	1.5	-0.9
CCOC(=O)CC(=O)CSc1nc(-c2ccc3c(c2)OCO3)cc(C(F)(F)F)c1C#N	0.1	-13.8	.	-2.3	-0.4	21.9	1.2	6.6	1.0	11.0
CCOC(=O)c1nn(-c2ccc(C)cc2)c(C)c1C(C)=O	-8.5	-3.1	4.7	-1.1	-0.4	-14.0	2.0	7.5	.	0.9
CC(=O)c1ccc2c(c1)CC(C)C(=O)N2C (configuration not stated)	3.7	-6.6	-1.4	-0.9	i	1.7	2.9	2.1	0.6	-0.8
O=C(COCc1cc(-c2ccc3c(c2)OCO3)on1)N1CCCCC1	0.3	-9.8	19.7	-0.6	-0.1	16.6	11.3	3.3	2.6	0.8
CCn1c(O)c2ccc(C(=O)N=NC(=O)c3cccnc3)cc2c1O	-4.8	-11.9	-8.6	-1.2	-0.7	-4.7	0.8	-3.1	1.5	1.8
CSc1nncc(-c2ccc(F)c(F)c2)n1	4.1	-6.5	0.8	-2.2	-1.6	-7.2	-6.7	-3.7	.	0.2
Cc1ncc(CN2CCCC(C(=O)Nc3ccc(-c4cscn4)cc3)C2)cn1 (configuration not stated)	5.0	-0.6	17.3	1.3	-0.4	21.8	6.8	3.7	0.7	-1.1
CC1CCCCC1NC(=O)c1ccc(NS(=O)(=O)c2ccc3[nH]c(=O)[nH]c3c2)cc1 (configuration not stated)	.	1.8	2.7	3.7	i	.	-4.1	-0.6	-1.3	1.2
CN(C)c1ccc(CNC(=O)C2(C)Cc3c(-c4ccc5c(c4)OCO5)ccnc3O2)cc1 (configuration not stated)	.	.	3.4	.	i	.	-5.9	-0.3	1.6	-0.1
CNc1nc2c(Cl)cc(Cl)cc2s1	-0.5	-6.1	1.9	0.9	-0.3	-2.8	-10.6	-9.8	1.3	-0.8
O=C(Cc1cccs1)NCc1ccccc1F	0.5	-5.2	-5.0	-0.2	-0.2	8.3	6.6	-0.2	0.8	-5.0

Going on with the list:
SMILES	SARS 3CLpro inh	SSB-PriA inh	CCHF vOTU inh	PfHsp40 yeast	BH1578 lux ind	VHR inh abs	Yp Topo-I inh	Anthrax LF inh2	TcdB inh	BoNT-A LC inh2
COC(=O)c1ccc(-n2cncn2)c([N+](=O)[O-])c1	6.6	3.4	-4.6	-0.2	-0.2	5.2	0.2	-11.9	0.9	-1.8
O=C(NC(=S)NCCC1=CCCCC1)c1ccco1	1.9	-8.2	6.3	3.9	-0.5	1.5	4.8	-14.2	2.1	0.2
Cc1nnsc1S(=O)c1ccccc1Cl (configuration not stated)	4.4	-6.5	-2.4	-2.0	i	.	3.0	6.9	0.6	2.3
COc1ccc(OC)c2c(C)cc(N3CCN(C(=O)c4ccc(Cl)cc4)CC3)nc12	-0.7	4.4	-8.1	0.0	2.2	8.7	7.1	-4.4	.	-0.2
O=C(Cn1c(COc2ccccc2)nc2ccccc21)Nc1cc(Cl)cc(Cl)c1	0.3	9.5	-11.7	0.6	-3.8	-6.7	4.0	0.8	.	0.3
COc1ccc(C(=O)NC(=S)N2CCNC(=O)C2)cc1Br	0.0	-18.8	-9.8	0.0	-0.3	31.2	-11.1	-0.2	-1.3	0.6
CCCNS(=O)(=O)c1ccc(OCC(=O)Nc2ccc3c(c2)OCO3)cc1	-1.6	9.0	1.5	-0.1	i	2.0	5.5	-6.8	1.9	0.7
O=c1cc(N2CCCCC2)c(-c2ccccc2)nn1Cc1cccc(Cl)c1	0.5	-12.9	5.7	1.2	i	12.3	3.5	1.4	.	-0.6
O=C1NC(=O)C(Cc2ccccc2)(c2cccnc2)N1 (configuration not stated)	-2.4	-11.1	-9.1	-1.7	-0.7	24.9	-2.9	7.5	0.4	-1.6
O=S1(=O)CC/C(=N\O)c2ccccc21	2.7	.	-4.0	-0.9	-2.9	17.8	-5.9	-0.2	.	?
COc1cccc(CC2(CO)CCCN(CC3=Cc4cc(Cl)ccc4OC3)C2)c1 (configuration not stated)	3.1	1.8	11.5	-1.1	-0.2	16.4	26.0	-1.6	-0.9	0.6
CC1(C(=O)NC(=S)NNC(=O)c2ccncc2)CCCCC1	-1.0	-7.9	12.5	10.9	-0.3	2.6	-5.7	-1.0	.	1.0
Cc1ccc(Sc2nnc(-c3ccccc3)cc2C#N)cc1	-0.2	-15.7	17.7	0.4	i	-8.1	7.6	-3.5	.	0.1
CC(C)CNS(=O)(=O)c1ccc(CCC(=O)NCCC2=CCCCC2)cc1	0.6	-24.9	-4.9	1.1	-0.9	18.6	0.5	-7.2	1.2	-0.5
Cn1c(SCC(=O)NCCc2ccccc2)nnc1C1CCCCC1	-1.7	-7.2	-4.3	0.6	-0.3	21.4	-2.5	5.7	2.0	-3.7
CCOC(=O)c1c(C)[nH]c(C)c1S(=O)(=O)N1CCN(c2ccc(F)cc2)CC1	5.6	0.2	13.6	1.4	-0.3	-9.3	5.2	-0.3	1.0	-0.7
O=C(Nc1nncs1)c1ccc(S(=O)(=O)c2ccccc2)cc1	-1.4	4.4	7.0	173.1*	i	20.4	2.0	4.1	.	0.6
Fc1ccc(-c2nc3ccc(Cl)cn3c2Cc2ccsc2)cc1	.	.	8.8	.	.	.	.	2.9	-0.1	16.6
CCc1ccc(C(c2c(C)nn(-c3ccccc3)c2N)c2c(C)nn(-c3ccccc3)c2N)cc1	-8.9	31.2	2.4	-0.4	-0.2	2.9	11.7	-2.6	1.5	-0.9
O=C(O)CC(NC(=O)C12CC3CC(CC(C3)C1)C2)c1ccc(OC2CCCC2)cc1 (configuration not stated)	3.4	-8.9	14.7	-0.1	1.0	7.7	14.1	-3.5	-1.3	0.3
COc1ccccc1C1=NOC(C)(c2sc(-c3ccccc3)nc2C)C1 (configuration not stated)	.	-6.9	-6.4	0.2	i	.	8.0	-7.8	1.1	0.1
COc1cccc(/C=C/C(=O)OCC(=O)NCc2ccc(Cl)cc2)c1	5.2	-20.3	1.5	-0.2	i	12.9	-1.4	-4.4	-0.2	1.1
O=C(NN1CCOCC1)c1c(-c2ccccc2)sc2ccccc12	.	20.1	-1.9	-0.7	i	.	4.7	0.3	0.8	-0.5
Cc1ccc(C2=NOC(C)(c3nnc(-c4ccc(Cl)cc4)o3)C2)cc1 (configuration not stated)	.	-17.2	-1.1	-0.3	i	-8.7	20.6	1.9	0.5	1.0
CCOC(=O)c1cnc(-n2nc(C)cc2C)nc1NCCO	2.2	8.7	-7.0	-0.3	i	6.2	-0.5	-1.2	.	-1.1

Random excerpt: 3 records from the list.
SMILES	SARS 3CLpro inh	SSB-PriA inh	CCHF vOTU inh	PfHsp40 yeast	BH1578 lux ind	VHR inh abs	Yp Topo-I inh	Anthrax LF inh2	TcdB inh	BoNT-A LC inh2
O=C(Cn1c(COc2ccccc2)nc2ccccc21)Nc1cc(Cl)cc(Cl)c1	0.3	9.5	-11.7	0.6	-3.8	-6.7	4.0	0.8	.	0.3
COc1cccc(/C=C/C(=O)OCC(=O)NCc2ccc(Cl)cc2)c1	5.2	-20.3	1.5	-0.2	i	12.9	-1.4	-4.4	-0.2	1.1
CCCNS(=O)(=O)c1ccc(OCC(=O)Nc2ccc3c(c2)OCO3)cc1	-1.6	9.0	1.5	-0.1	i	2.0	5.5	-6.8	1.9	0.7

Further results follow.
SMILES	SARS 3CLpro inh	SSB-PriA inh	CCHF vOTU inh	PfHsp40 yeast	BH1578 lux ind	VHR inh abs	Yp Topo-I inh	Anthrax LF inh2	TcdB inh	BoNT-A LC inh2
CN(C)CCn1c(C(=O)O)cc2ccccc21	0.4	-2.5	4.8	-0.8	2.6	9.6	-2.8	5.3	.	1.0
O=C(CCc1ccccc1)Nc1nc2c(F)cc(F)cc2s1	3.1	-17.2	-9.4	-0.3	0.2	-3.6	4.7	-2.1	0.6	0.8
CCn1c2ccccc2c2cc(NC(=O)COC(=O)c3cc(S(=O)(=O)N4CCCCC4)ccc3Cl)ccc21	-1.1	3.6	-3.3	-1.5	i	-5.5	5.7	-0.9	0.5	0.5
CCOC(=O)C1CCN(CC(O)COCc2ccc3c(c2)OCO3)CC1 (configuration not stated)	1.6	3.6	24.1	-0.2	-1.5	16.0	2.8	-1.0	-2.1	-1.1
CC1=C(C(=O)Nc2cccc([N+](=O)[O-])c2)C2(CCC(C)CC2)OC1=O (configuration not stated)	8.1	6.3	12.1	12.6	i	-4.3	-8.5	-0.1	0.2	0.3
CCc1nnc(NC(=O)CN2C(=O)c3ccccc3C2=O)s1	4.6	-10.5	-10.8	-0.5	-3.5	25.6	8.8	-1.1	.	-0.9
CCOc1ccc(NC(=O)c2ccc3c(c2)CCN3S(C)(=O)=O)cc1	-5.9	1.2	6.2	0.5	1.5	-16.3	-1.7	-10.7	0.7	0.0
O=C(/C=C/c1cccc([N+](=O)[O-])c1)N1CCN(c2ccc(F)cc2)CC1	0.9	-1.3	-4.7	5.3	i	-0.8	2.8	-0.8	.	1.2
Cc1cc(C)n(-c2cc(N3CCN(C(=O)c4cccc(Br)c4)CC3)ccc2[N+](=O)[O-])n1	-0.1	23.5	16.0	1.3	-13.8	15.7	17.0	-1.4	.	0.9
COc1ccc(C(=S)N2CCN(c3ccccc3C)CC2)cc1	1.0	-0.3	17.9	-2.0	-0.6	24.5	28.7	2.1	-1.8	-1.1
N#CCCN1CCN(C2=NC(=O)C(=C3CCCCC3)S2)CC1	0.6	-16.5	-4.5	-1.2	-1.2	1.0	4.1	-1.7	1.2	0.4
CN(C)S(=O)(=O)c1cccc(C(=O)Nc2ccc(N3CCOCC3)cc2)c1	-2.8	7.0	26.6	-0.5	i	26.3	0.6	-9.4	-0.6	-0.8

Bioassay records: PubChem BioAssay, several laboratories
